Screening data: PubChem BioAssay, several laboratories
COUP-TFII inh – NR2F2 transcriptional activity inhibitors, primary screen, cell-based, luciferase reporter, HEK293T, luminescence | COUP transcription factor 2 (Homo sapiens), P24468 | HEK293T NGFI-A luciferase reporter | inhibition, % at 8.6 µM | 370,000 compounds, 0.7% hits | AID 686940, 2013;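 active = inhibition above a per-plate cutoff, mean inhibition of test wells between control levels plus 3 SD, cut at about 38% in these data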;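 also: cells cotransfected with COUP-TFII expression vector driving the NGFI-A reporter; 0% = median of COUP-TF2 test wells and 100% = reporter-only cells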
NOD2-RIPK2 inh – NOD2-RIPK2 binding disruptors in cells, primary screen, fluorescence, CHO cells, BLA complementation. Receptor-interacting serine/threonine-protein kinase 2 (Homo sapiens), O43353. CCF4 ratio. inhibition, % at 4.98 µM. 360,000 compounds, 0.38% hits; in the data active = inhibition above about 21%;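 also: 0% = vehicle only and 100% = reference blocker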
TWEAK Fn14 block – inhibitors of TWEAK-Fn14 signaling, primary screen, luciferase reporter cells, uHTS; 360,000 compounds, 2% hits; TWEAK-stimulated Fn14 reporter cells, luciferase luminescence, 8 h; inhibition, % at 10 µM; in the data active = inhibition above about 50%
TLR9-MyD88 block – inhibitors of TLR9-MyD88 association in cells, primary screen, cell-based, CHO, BLA complementation, fluorescence | Toll-like receptor 9 (Homo sapiens) + Myeloid differentiation primary response protein … | CCF4 FRET ratio | inhibition, % at 4.98 µM | 340,000 compounds, 0.21% hits;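 active = inhibition above the mean over all tested compounds plus 3 SD, cut at about 21% in these data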;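 also: 0% = DMSO only wells and 100% = clavulanate BLA inhibitor control wells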
SRC2 inh – inhibition of GAL4-SRC2 driven luciferase reporter, primary screen, SRC2 inhibitor project, cell-based, luminescence. Nuclear receptor coactivator 2 (Homo sapiens), Q15596. HEK293 GAL4-SRC2 luciferase reporter. inhibition, % at 9 µM. 370,000 compounds, 0.17% hits. AID 651957, 2012;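 active = inhibition above the mean inhibition of all tested compounds plus 3 SD, set per campaign, cut at about 52% in these data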;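 also: 0% = DMSO treated cells and 100% = cells given Gossypol at 36 µM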
Target sequence (Q15596 whole entry, looked up, the tested form may be a part): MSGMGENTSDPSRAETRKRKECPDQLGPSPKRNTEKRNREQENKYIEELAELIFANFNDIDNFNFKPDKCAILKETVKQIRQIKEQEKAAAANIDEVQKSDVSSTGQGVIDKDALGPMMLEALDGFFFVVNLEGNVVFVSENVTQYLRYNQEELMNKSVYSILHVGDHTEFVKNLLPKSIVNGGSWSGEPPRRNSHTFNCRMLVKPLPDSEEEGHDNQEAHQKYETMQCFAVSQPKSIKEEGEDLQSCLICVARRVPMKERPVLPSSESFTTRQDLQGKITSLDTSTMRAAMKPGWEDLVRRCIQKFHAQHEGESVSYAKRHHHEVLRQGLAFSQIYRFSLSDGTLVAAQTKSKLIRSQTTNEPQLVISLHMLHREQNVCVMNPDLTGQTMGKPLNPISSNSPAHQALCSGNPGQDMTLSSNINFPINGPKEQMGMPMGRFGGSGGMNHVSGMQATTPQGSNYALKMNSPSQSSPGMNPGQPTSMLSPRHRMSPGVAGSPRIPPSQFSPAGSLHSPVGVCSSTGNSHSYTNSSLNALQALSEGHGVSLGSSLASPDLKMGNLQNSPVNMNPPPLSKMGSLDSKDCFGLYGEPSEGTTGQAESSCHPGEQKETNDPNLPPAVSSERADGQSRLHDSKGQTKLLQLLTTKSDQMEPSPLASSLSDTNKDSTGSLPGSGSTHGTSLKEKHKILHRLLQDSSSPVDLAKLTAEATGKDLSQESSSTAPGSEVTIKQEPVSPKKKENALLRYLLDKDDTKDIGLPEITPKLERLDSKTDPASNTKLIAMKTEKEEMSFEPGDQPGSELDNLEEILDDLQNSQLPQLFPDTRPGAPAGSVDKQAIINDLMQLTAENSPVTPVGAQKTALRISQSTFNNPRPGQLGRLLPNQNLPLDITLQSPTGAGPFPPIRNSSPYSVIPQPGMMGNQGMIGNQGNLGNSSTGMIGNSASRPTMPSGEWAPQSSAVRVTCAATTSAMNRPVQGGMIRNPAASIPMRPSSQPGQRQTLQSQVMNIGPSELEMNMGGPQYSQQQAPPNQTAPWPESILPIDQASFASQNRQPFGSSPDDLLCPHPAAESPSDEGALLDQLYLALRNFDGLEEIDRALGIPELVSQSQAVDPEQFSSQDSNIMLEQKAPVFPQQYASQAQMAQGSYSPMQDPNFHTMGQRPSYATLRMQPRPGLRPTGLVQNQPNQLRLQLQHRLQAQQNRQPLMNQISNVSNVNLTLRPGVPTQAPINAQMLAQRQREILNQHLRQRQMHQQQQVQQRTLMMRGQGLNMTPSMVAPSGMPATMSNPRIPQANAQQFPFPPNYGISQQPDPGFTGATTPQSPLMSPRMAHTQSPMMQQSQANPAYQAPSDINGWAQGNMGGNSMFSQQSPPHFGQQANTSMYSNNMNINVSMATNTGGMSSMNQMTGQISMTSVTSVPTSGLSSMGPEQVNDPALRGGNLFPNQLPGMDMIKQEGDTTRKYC
NCOA1 inh – SRC1 coactivator transcriptional activity inhibitors, primary screen, cell-based, luminescence | Nuclear receptor coactivator 1 (Homo sapiens), Q15788 | HEK293 GAL4-SRC1 luciferase reporter | 360,000 compounds, 0.12% hits | inhibition, % at 3.6 µM;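 active = inhibition above the campaign mean plus 3 SD, with each screening campaign given its own cutoff, cut at about 60% in these data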;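 also: 0% = DMSO treated cells and 100% = gossypol at 36 µM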
LMP1 NFkB inh – EBV LMP1-driven NF-kappaB luciferase reporter inhibitors, primary screen, cell-based, luminescence, single point; LMP1-induced NF-kappaB luciferase reporter cells; inhibition, % at 12.5 µM; 350,000 compounds, 0.69% hits; AID 504558, 2011; in the data active = inhibition above about 41%;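 also: 0% = neutral control wells and 100% = reference inhibitor control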
TROY NFkB inh – inhibitors of TROY-driven NF-kB signaling, primary screen, Q293 LMP1-TROYcd cells, NF-kB luciferase, uHTS. Q293 LMP1-TROYcd NF-kB luciferase reporter, 4 h. inhibition, % at 10 µM. 360,000 compounds, 0.98% hits. AID 1347056, 2019;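 active = compounds whose plate-normalised and pattern-corrected inhibition of the luciferase reporter signal at the single screening dose is 50% or more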
TRAIL sens C8 – viability loss with TRAIL in NB7+C8 cells, primary screen, TRAIL sensitizer project, cell-based, ATPlite luminescence | 360,000 compounds, 1% hits | AID 624354, 2012 | inhibition (viability loss, TRAIL sensitization), % at 10 µM;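 active = compounds causing at least 50% loss of cell viability in the single-dose screen, relative to plate controls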
NR5A2 inv ag – LRH-1 (NR5A2) inverse agonists, primary screen, cell-based, luminescence, HEK293T, StAR-luciferase reporter; 360,000 compounds, 0.13% hits; LRH-1 transfected, 24 h; inhibition, % at 3.6 µM;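 active = inhibition above the mean inhibition of all tested compounds plus 3 SD, cut at about 73% in these data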;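 also: 0% = DMSO wells and 100% = reporter-only cells lacking LRH-1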
NCOA3 inh – SRC3 coactivator transcriptional activity inhibitors, primary screen, cell-based, luminescence. inhibition, % at 3.6 µM. AID 588352, 2011. 360,000 compounds, 0.17% hits. Nuclear receptor coactivator 3 (Homo sapiens), Q9Y6Q9. HEK293 GAL4-SRC3 luciferase reporter;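 active = inhibition above a per-campaign cutoff, the mean of all compounds plus 3 SD, cut at about 60% in these data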;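 also: 0% = DMSO-treated cells and 100% = gossypol-treated cells at 36 µM; higher means less SRC3-driven luciferase light from the GAL4 reporter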
The depositor's hits bear a star; . = no result given. Some of the compounds tested; the hit share may differ from the screen's.

No.	smiles	COUP-TFII inh	NOD2-RIPK2 inh	TWEAK Fn14 block	TLR9-MyD88 block	SRC2 inh	NCOA1 inh	LMP1 NFkB inh	TROY NFkB inh	TRAIL sens C8	NR5A2 inv ag	NCOA3 inh
1	CCN(CC)CCNC(=O)CCN1N=C(c2ccccc2)CCC1=O	4.4	-7.4	5.1	-8.9	8.2	25.1	-5.4	-4.1	-12.7	2.9	9.5
2	O=C(O)Cc1ccc(S(=O)(=O)Nc2ccccc2C(=O)O)cc1	6.3	-4.4	-11.6	9.9	-25.1	19.5	1.5	1.7	7.9	15.1	7.3
3	CO/N=C/CC(=O)c1cnc(-c2ccc(Cl)cc2)s1	-2.1	-3.6	3.3	6.9	-30.2	-23.3	-17.8	-17.7	6.7	-22.6	-15.2
4	Cc1ccc(S(=O)(=O)N2CCN(C(=O)c3cc(S(=O)(=O)N(C)C)ccc3N3CCCC3)CC2)c(C)c1	-1.2	4.8	-1.1	-6.6	9.7	7.4	0.3	-12.9	4.7	-14.2	5.6
5	COc1ccc(-c2csc(NC(=O)Cc3ccccc3F)n2)c(OC)c1	-20.1	-1.0	16.7	1.4	-15.8	2.8	-10.3	-2.4	14.2	-3.6	11.5
6	CC(=O)Nc1ccc(NC(=O)C2Cc3c(-c4cccc(F)c4)ccnc3O2)cc1 (stereo not drawn)	-0.4	3.6	14.9	.	-23.6	8.9	.	-4.0	-17.2	3.8	4.5
7	CCS(=O)(=O)N1Cc2ccccc2CC1C(=O)N(C)CC(=O)Nc1cccc(F)c1 (stereo not drawn)	-18.2	3.8	21.4	6.7	-45.3	-1.3	-2.5	58.5*	6.5	10.5	-7.2
8	O=C(/C=C/c1cccc([N+](=O)[O-])c1)NC(=S)Nc1ccc(CN2CCOCC2)cc1	1.6	-6.1	63.1*	-4.8	15.7	10.7	-18.4	19.5	5.6	2.6	25.2
9	CN(Cc1ccccc1)C(=O)c1ccc([N+](=O)[O-])o1	2.4	-0.3	1.0	6.0	-55.3	-2.2	5.5	1.7	0.4	14.2	11.6
10	CCCCCNCc1ccc(Br)cc1	1.1	-12.6	-1.2	6.1	-1.2	4.2	-4.4	-8.0	2.0	6.6	23.5
11	CCCCCCN1C[C@H](n2cc(-c3ccc(F)cc3)nn2)[C@@H](O)C[C@@H]1c1ccc(Cl)cc1	3.5	-6.0	15.5	-10.2	25.7	0.1	-15.7	-1.0	23.2	-15.4	8.1
12	O=C(c1ccc(S(=O)(=O)N2CCCCCC2)cc1)N1CCC(CN2C(=O)c3cccc4cccc(c34)C2=O)CC1	-1.7	1.2	39.0	3.6	11.7	-14.3	22.2	27.2	14.8	-2.1	4.3
13	Cc1ccc(S(=O)(=O)N2C[C@@H]3CCCC[C@@H]3[C@@H](C)[C@H]2c2cn(Cc3ccccc3)c3ncccc23)cc1	-5.1	-7.2	34.1	-1.4	-13.6	53.3	26.2	40.8	2.8	8.6	34.4
14	COc1ccc(NC(=O)c2ccccc2F)cc1Cl	-49.3	3.0	-33.0	4.3	-75.0	-100.9	-31.8	-50.2	5.9	-114.3	-74.5
15	Cc1cc(C(=O)OCC(=O)Nc2cccc(S(=O)(=O)N3CCOCC3)c2)c(C)o1	1.5	5.0	-14.0	-0.9	3.7	8.4	1.5	-0.5	-3.9	7.9	-7.2
16	S=C(NCc1ccccc1)NCc1ccc(CNC(=S)NCc2ccccc2)cc1	-8.0	-0.6	13.1	20.1	10.3	-2.2	-1.6	33.4	-13.9	-17.0	5.1
17	COc1cc(NC(=O)C2C3C=CC(C3)C2C(=O)O)c(OC)cc1Cl (stereo not drawn)	-0.6	-4.5	12.1	7.0	-14.6	-12.2	-11.4	-0.8	-2.8	13.6	24.9
18	O=C(Cc1csc(Nc2nc(=S)[nH]c3ccccc23)n1)NCCCN1CCN(c2cccc(Cl)c2)CC1	7.1	38.1*	23.4	16.9	-8.8	-6.8	-11.2	15.6	10.8	13.6	18.9
19	COC1OC(COCc2ccccc2)C(N)C(OCc2ccccc2)C1OCc1ccccc1 (stereo not drawn)	5.9	-3.3	14.2	-17.9	8.4	3.1	-11.4	9.2	14.4	19.2	10.3
20	CC1(C(=O)NS(=O)(=O)Cc2ccccc2)CCN1C(=O)Cc1ccc(-c2ccccc2)cc1 (stereo not drawn)	-6.2	-1.8	-31.5	.	4.9	1.8	.	-3.1	-5.5	3.6	-7.8
21	CC(C)(C)n1nc2c(c1NC(=O)Cc1ccc(F)cc1)CS(=O)(=O)C2	6.4	0.3	-2.8	1.0	-16.0	-0.5	-4.1	9.7	-20.0	4.3	1.5
22	Cc1cc(C(=O)Nc2ncc(C)s2)c2ccccc2n1	-20.4	1.3	39.6	-2.8	1.0	0.8	-9.9	4.6	-5.0	5.1	8.8
23	Cc1ccc(Nc2ncc3c(n2)CC(c2ccco2)CC3=O)c(C)c1 (stereo not drawn)	1.0	2.2	-7.7	3.8	-26.1	-5.4	-0.4	-2.5	-3.6	0.1	-15.0
24	Cc1ccc(C(=O)N2CCN(c3ccc([N+](=O)[O-])cc3-n3cccc3)CC2)cc1	-2.7	4.5	-3.6	.	12.8	-17.7	-13.9	3.0	2.1	12.2	5.1
25	Cc1cc(Cl)c2oc(C(=O)N3CCN(c4cccc(C)n4)CC3)c(C)c2c1	-12.5	-6.9	-22.4	-1.9	-55.5	-146.4	-38.8	13.2	-2.3	-55.8	-76.3
26	CN(C[C@H](c1ccccc1)N(C[C@H](Cc1ccccc1)N(CCc1ccccc1)N=O)N=O)N=O	22.0	-2.2	13.9	-9.6	0.2	4.6	5.0	10.8	-2.2	-1.7	-0.5
27	C[C@H]1COC(=O)CCCC/C=C\C[C@H](CC(=O)N(CCO)Cc2ccccc2)C(=O)N1	-7.8	8.2	10.7	-1.7	2.8	6.9	3.8	-3.0	-19.4	-23.5	-6.6
28	Cc1cc(C)n(S(=O)(=O)Cc2ccccc2)n1	.	-11.5	6.1	-10.8	.	16.9	-12.1	13.1	-9.8	-0.3	11.4
29	O=S(=O)(NCC1CCCN(Cc2ccccc2)C1)c1cccc2cccnc12 (stereo not drawn)	-9.9	2.1	-11.1	-7.3	-18.8	-7.0	5.1	-2.3	10.9	-1.1	-1.8
30	COc1ccc(NC(=O)CSc2[nH]c(=O)cc(C)c2C#N)cc1OC	10.4	-6.7	-17.4	-5.3	-0.2	-6.2	10.3	-6.7	-11.6	2.5	5.8

Continued; the last 2 above are carried over.
No.	smiles	COUP-TFII inh	NOD2-RIPK2 inh	TWEAK Fn14 block	TLR9-MyD88 block	SRC2 inh	NCOA1 inh	LMP1 NFkB inh	TROY NFkB inh	TRAIL sens C8	NR5A2 inv ag	NCOA3 inh
29	O=S(=O)(NCC1CCCN(Cc2ccccc2)C1)c1cccc2cccnc12 (stereo not drawn)	-9.9	2.1	-11.1	-7.3	-18.8	-7.0	5.1	-2.3	10.9	-1.1	-1.8
30	COc1ccc(NC(=O)CSc2[nH]c(=O)cc(C)c2C#N)cc1OC	10.4	-6.7	-17.4	-5.3	-0.2	-6.2	10.3	-6.7	-11.6	2.5	5.8
31	CN(CC(=O)NCCc1ccc(F)cc1)Cc1ccccc1	-4.0	2.1	16.7	-1.8	12.0	-20.1	-2.3	1.4	-9.7	6.9	8.7
32	CC(C)C(=O)Nc1cccc(S(=O)(=O)c2cccc(NC(=O)C(C)C)c2)c1	9.6	-28.1	-7.5	-0.1	6.8	20.8	9.2	-17.4	2.5	18.4	22.8
33	OC(CN1CCCCC1)Cn1c2ccc(Cl)cc2c2cc(Cl)ccc21 (stereo not drawn)	1.6	11.7	-34.5	4.4	2.5	-34.2	6.0	-34.6	4.0	-22.4	-5.8
34	COc1cc(C2c3cc4c(cc3C(O)C3COCC23)OCO4)cc(OC)c1OC (stereo not drawn)	4.8	-48.3	1.2	4.0	-10.3	-3.9	-0.6	5.8	10.8	9.8	4.5
35	COc1ccccc1CNCC(=O)NCc1ccc(C)cc1	-13.7	3.5	5.9	3.5	14.1	4.8	3.8	-8.4	-2.5	6.9	12.5
36	COCCN(CC(=O)Nc1cccc(C)c1C)C(=O)Cc1sc(C)nc1-c1ccc(F)cc1	12.0	-4.0	-11.9	-11.2	-2.4	4.2	-3.0	-21.9	-33.3	2.8	0.0
37	Cc1ccccc1S(=O)(=O)N1C(c2ccc(Cl)c(Cl)c2)CC=C(C(=O)O)C1c1cccc(Br)c1 (stereo not drawn)	-5.2	-10.7	.	.	6.6	.	.	.	-3.4	1.1	.
38	CN(NC1OC(=O)c2ccccc21)c1ccc(Cl)cc1[N+](=O)[O-] (stereo not drawn)	-12.2	2.8	1.3	-5.8	-16.8	18.1	-9.6	-24.6	-1.5	-3.7	13.8
39	CC(Sc1cccc[n+]1[O-])C(=O)Nc1cccc([N+](=O)[O-])c1 (stereo not drawn)	-24.2	-2.5	-21.7	-14.7	4.8	13.3	3.1	-0.9	-4.9	15.6	11.4
40	CCOC(=O)c1ccc(NC(=O)CSc2nnc(C)n2-c2ccccc2)cc1	16.2	-6.1	11.8	0.2	-8.0	-5.8	2.1	13.4	-16.4	14.6	4.4
41	CS(=O)(=O)N(CC(=O)N/N=C/c1cccc2c1OCCO2)c1ccccc1Br	2.5	-1.8	-13.2	-2.5	17.4	-4.8	-2.9	-6.7	6.3	8.0	21.9
42	O=[N+]([O-])c1ccc(-n2nncc2-c2ccc(Cl)cc2)cc1	-12.8	-3.0	7.0	-5.2	-12.6	-4.9	-0.6	2.9	-2.1	10.5	-5.1
43	Cc1nn(Cc2ccccc2Cl)c2sc(C(=O)Nc3ccccc3N3CCOCC3)cc12	3.1	4.3	60.6*	-2.4	-12.9	-2.5	4.3	13.0	-16.9	-4.3	4.4
44	O=S(=O)(NC1CC2CCC1C2)c1ccc2c(c1)OCCO2 (stereo not drawn)	-0.9	2.3	-5.2	1.2	4.4	8.7	-1.2	0.3	3.9	-9.5	13.2
45	CC(C)(C)OC(=O)[C@H](CCCCN)NC(=O)c1nc[nH]c1C(=O)NCCCCCN	8.8	-14.8	-2.5	4.8	-15.7	-15.4	-6.8	12.2	10.6	4.8	-21.4
46	Cc1cc(N)n(Cc2ccc(Cl)cc2)n1	3.8	-1.0	0.5	-8.9	-4.3	0.8	6.4	-6.0	6.5	-2.5	13.1
47	Cc1occc1C(=O)N/N=C/c1cccs1	-50.4	-9.8	-8.0	0.8	-50.4	-116.5	-9.8	-64.0	-2.6	-83.8	-71.4
48	COc1ccc(CN(C)C(=O)CC(c2ccccc2)c2ccccc2)cc1	19.8	3.8	-33.2	-12.2	11.1	5.4	-2.5	20.1	8.0	28.1	-14.5
